# tim23-1 inh – inhibits growth of tim23-1 mutant yeast | AID 463212 | 330,000 compounds, 1.3% hits | inhibition, % at 20 µM | S. cerevisiae tim23-1 growth, BacTiter-Glo luminescence, 24 h;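 active = growth inhibition of the mutant yeast at or above 50%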;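 note: temperature-sensitive mutant grown at 25 °C; plate controls were DMSO-treated mutant yeast for no effect and medium wells lacking yeast for full effect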
# Mdm2-MdmX inh – human Mdm2/MdmX binding inhibition. O15151+Q00987. SaOS-2 split-luciferase Mdm2/MdmX complementation, luminescence. inhibition, % at 8 µM. 330,000 compounds, 3% hits;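 active = inhibition of at least 50% at 8 µM in the primary screen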
# APJ agonist – activates the human apelin receptor APJ; P35414; CHO-K1 APJ PathHunter beta-arrestin, luminescence; 0% DMSO wells, 100% apelin; activation, % at 20 µM; 330,000 compounds, 0.11% hits; AID 2520;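 active = activation more than six SD over the plate average, tested at 20 µM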;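 note: 0% = DMSO alone and 100% = apelin-13 at 10 nM; some results filed as inactive read as strong as hits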
# Target sequence (P35414 whole entry, looked up): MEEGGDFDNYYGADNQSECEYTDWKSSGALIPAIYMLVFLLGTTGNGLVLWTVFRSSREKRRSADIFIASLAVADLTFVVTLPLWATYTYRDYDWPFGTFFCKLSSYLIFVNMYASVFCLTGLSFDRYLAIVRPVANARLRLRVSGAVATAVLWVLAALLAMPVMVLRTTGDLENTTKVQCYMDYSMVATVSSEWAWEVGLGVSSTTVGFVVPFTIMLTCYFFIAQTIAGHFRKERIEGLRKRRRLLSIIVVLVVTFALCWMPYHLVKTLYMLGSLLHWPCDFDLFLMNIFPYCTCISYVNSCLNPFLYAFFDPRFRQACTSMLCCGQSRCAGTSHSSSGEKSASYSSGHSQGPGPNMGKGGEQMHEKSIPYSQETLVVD
#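 Test system: CHO-K1 APJ beta-arrestin complementation cell line. Amount: cell density 1000 per well. Controls: DMSO negative, 10 nM Apelin-13 positive. Signal: luminescent beta-gal fragment complementation, chemiluminescent substrate. Read-out basis: agonist-driven arrestin binding to APJ. Timing: compound stimulation 90 min at 25 °C, detection 60 min.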
# APJ antagonist – antagonists of human APJ apelin receptor; P35414; CHO-K1 APJ beta-arrestin complementation, luminescence; inhibition, % at 20 µM; 330,000 compounds, 0.32% hits; AID 2521;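 active = inhibition above about 40% at 20 µM, limit read from the data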;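 note: cells challenged with 10 nM apelin-13 agonist together with compound; plate controls were apelin-13 plus DMSO wells for no effect and DMSO wells lacking apelin-13 for full effect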
# 697 NFkB inh – lowers PMA/ionomycin-induced NF-kB signal in 697 B cells. AID 435022. inhibition, % at 4 µM. 697 B-cell NF-kB luciferase reporter, 16 h. 330,000 compounds, 0.33% hits; in the data active = inhibition above about 35%
# CHOP UPR activ – apoptotic UPR (CHOP) activation | CHO-CHOP luciferase reporter, luminescence; percent of tunicamycin response over DMSO baseline | activation, % at 10 µM | 330,000 compounds, 0.34% hits | AID 449763;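 active = at 10 µM dose, activation of 40% or more, normalized to positive control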;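 note: 100% = tunicamycin at 10 µg/mL and 0% = DMSO alone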
#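 Assay system: CHO cells with stable CHOP pathway luciferase reporter; Buffer or medium: F12 plus 10% serum; Times: 16-18 h cell attachment, then 6 h compound exposure, 37 °C; Signal: luciferase luminescence; Read-out basis: percent activation relative to tunicamycin control; Control set: tunicamycin high control, DMSO low control.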
# Jurkat NFkB inh – inhibitors of the PMA/ionomycin-induced NF-kB reporter in Jurkat cells | PMA/ionomycin-induced NF-kB luciferase reporter, luminescence | inhibition, % at 4 µM | 330,000 compounds, 0.53% hits | AID 435003; in the data active = inhibition above about 50%
# UPR XBP1 act – activators of adaptive arm of unfolded protein response (XBP1); 330,000 compounds, 0.33% hits; CHO-XBP1 luciferase reporter, IRE1-XBP1 UPR activation, luminescence; percent of tunicamycin response, DMSO as zero; AID 463104; activation, % at 20 µM;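 active = versus positive control, 20 µM dose yields 30% or more activation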;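 note: 100% = tunicamycin at 10 µg/mL and 0% = DMSO only wells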
#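 Test system: CHO-XBP1 luciferase reporter cells | Buffer or medium: Serum-containing F12 medium, 10% FBS | Schedule: 6 h compound exposure at 37 °C, 5% CO2 | Detection: Steady-Glo luciferase glow luminescence, 10 min after reagent addition | Read-out basis: Activation, % of tunicamycin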
# * hit, by the source's call. Compounds were not picked by outcome, and some 5% of all compounds hit somewhere here.
1) Cn1c(-c2ccccc2)cnc1NCc1cccc([N+](=O)[O-])c1
2) CN1CCN(C(=O)Nc2cccc3ccccc23)CC1
3) CCOc1cccc(NC(=O)c2cccc(F)c2)c1
4) Cc1ccn2c(=O)nc(SCC(=O)NC3CCCCC3)nc2c1
5) COc1ccc([C@H]2/C=C\CN(C(=O)c3ccc(C)cc3)[C@@H](C)C(=O)N2Cc2ccc(F)cc2)cc1
6) CC(C)c1c(C(=O)N/N=C/c2ccc(-c3ccccc3)cc2)nnn1-c1nonc1N
7) CC(C)C(c1nnnn1Cc1ccccc1)N1CCC(C(N)=O)CC1 (stereo not drawn)
8) COc1cccc(OCC(=O)NNC(=O)c2ccc3ccccc3c2O)c1

compound no.	1	2	3	4	5	6	7	8
tim23-1 inh	9	-2	24	0	42	-8	-6	-13
Mdm2-MdmX inh	12	-11	4	7	19	18	-2	27
APJ agonist	-4	-4	-1	-2	4	0	-5	3
APJ antagonist	29	0	-32	12	-25	14	15	-24
697 NFkB inh	2	1	-9	8	25	-1	22	-2
CHOP UPR activ	2.5	-3.0	-0.1	-1.9	1.1	1.0	-2.4	-0.4
Jurkat NFkB inh	-2	23	-16	-13	16	0	-3	5
UPR XBP1 act	-2	-2	5	0	-2	-3	-3	-2

9) CC(=O)c1c(C)n(-c2cccc(Cl)c2)c2ccc(O)cc12
10) COc1ccc(CN(CC2CCC(C(=O)O)CC2)C(=S)Nc2cc(Cl)ccc2OC)cc1 (stereo not drawn)
11) CC(=O)Nc1ccc(-c2nc3ccccc3c(=O)o2)cc1
12) COc1cccc(NC(=S)N2CCN(c3ccc([N+](=O)[O-])cc3)CC2)c1
13) C=CCn1c(COc2ccccc2F)nnc1SCCN1C(=O)c2ccccc2C1=O
14) CC(C)N(Cc1nnc(-c2ccc(Cl)cc2)o1)C(=O)C1=COCCO1
15) O=c1cc(-c2ccccc2Cl)oc2c(NS(=O)(=O)c3cccs3)ccc(O)c12
16) Cc1sc2nc(SCCN(C)C)n(-c3ccccc3)c(=O)c2c1-c1ccc(F)cc1

compound no.	9	10	11	12	13	14	15	16
tim23-1 inh	15	26	-17	-14	13	5	19	15
Mdm2-MdmX inh	43	-6	-1	29	-9	0	18	23
APJ agonist	-2	-2	-2	-2	0	5	-11	-4
APJ antagonist	-5	-11	13	7	1	21	38	21
697 NFkB inh	-4	16	11	-21	-8	4	13	-7
CHOP UPR activ	0.3	0.1	6.3	1.2	1.2	0.6	-0.8	0.9
Jurkat NFkB inh	9	9	-1	33	-6	8	5	-36
UPR XBP1 act	1	3	10	0	0	-4	-2	7

17) CC(C)N(C(=O)Cn1cc(SCC(N)=O)c2ccccc21)C(C)C
18) O=C(N/N=C/c1ccncc1)c1nc(-c2ccccc2)n2c1CCCCC2
19) CCC1=C(OC(=O)N(CC)CC)N2C(=O)OC(=NCCOC)[C@]2(Cc2ccccc2)[C@H]2C1=CC[C@H]1C(=O)N(CC(=O)OC)C(=O)[C@H]12
20) CCOC(=O)c1cc(CC)sc1NC(=O)c1ccc2c(c1)OCCO2
21) COc1cccc(OC)c1OCCN1CCN(C(c2ccccc2)c2ccccc2)CC1
22) CCN(CC)S(=O)(=O)c1ccc(C)c(NC(=O)CSc2nnnn2C)c1
23) Oc1ccc(Br)cc1CNc1nccs1
24) Cn1nnnc1SCC(=O)N1c2ccccc2Sc2ccccc21

compound no.	17	18	19	20	21	22	23	24
tim23-1 inh	5	28	18	16	23	3	20	-8
Mdm2-MdmX inh	-35	-2	-22	-14	34	-11	21	10
APJ agonist	-5	-2	11	-5	-5	-2	-2	-3
APJ antagonist	3	14	-6	10	9	0	8	23
697 NFkB inh	1	2	-21	-7	2	-12	11	-2
CHOP UPR activ	-0.7	-0.3	0.4	0.2	-0.5	-1.7	1.3	2.8
Jurkat NFkB inh	-1	-14	3	-23	-14	-58	6	-1
UPR XBP1 act	-1	0	0	1	-1	1	0	1

25) COc1ccc(NC(=O)C2CCN(c3ncnc4c3nc3n4CCCCC3)CC2)cc1Cl
26) CCOC(=O)Cc1csc(NC(=O)CSc2nc(=O)[nH]c3c2CCC3)n1
27) CCOc1cc(C(=O)O/N=C(\N)c2ccccn2)cc(OCC)c1OCC
28) Cc1cc[n+](Cc2ccccc2)c(N)c1
29) CCn1c(=O)cc(SCC(=O)NCC2CCCO2)c2ccccc21 (stereo not drawn)
30) Cc1cc(C)n(CC(=O)n2nc(C)cc2C)n1
31) COc1ccc(NC(=O)c2sc3nc(N4CCOCC4)c4c(c3c2N)CC(C(C)C)OC4)c(OC)c1 (stereo not drawn)
32) COC(=O)c1ccc(NS(=O)(=O)NC(=O)c2cn(C)c3ccccc23)cc1

compound no.	25	26	27	28	29	30	31	32
tim23-1 inh	-17	-15	40	7	16	3	1	-2
Mdm2-MdmX inh	42	16	77*	-23	20	4	12	2
APJ agonist	-1	-6	9	-6	0	2	-3	1
APJ antagonist	9	13	-4	2	-9	9	-16	20
697 NFkB inh	-52	17	-7	-10	18	16	12	7
CHOP UPR activ	1.1	2.6	3.4	-0.1	3.4	0.7	0.5	1.4
Jurkat NFkB inh	12	3	-19	-12	-24	3	25	13
UPR XBP1 act	8	2	2	-2	0	0	-4	-7

33) CCCN(CC(=O)Nc1ccccc1C)C(=O)CCCc1c[nH]c2ccccc12
34) CCCc1cc(=O)oc2cc(C)cc(OCC(=O)NCC(O)c3ccccc3)c12 (stereo not drawn)
35) COc1cccc(C2CC(c3ccccc3Cl)Nc3nc(N)nn32)c1 (stereo not drawn)
36) CC(C)c1nc2c(c(=O)n(C)c(=O)n2C)n1C
37) Clc1ccc(-c2csc(=Nc3cccnc3)n2CCCn2ccnc2)cc1Cl
38) CCOCCCNC(=O)NC12CC3CC(CC(C3)C1)C2
39) COc1ccc(CNC(=O)CN(c2ccc(C(C)=O)cc2)S(=O)(=O)c2ccc(C)cc2)cc1OC
40) CC(C)c1cccc(-c2ccc3c(c2)S(=O)(=O)c2cccc(C(=O)NC4CCCC4)c2C3=O)c1

compound no.	33	34	35	36	37	38	39	40
tim23-1 inh	13	14	7	2	20	15	5	-5
Mdm2-MdmX inh	-27	12	27	-12	66*	2	29	41
APJ agonist	-2	-5	-3	-1	-2	-2	-4	1
APJ antagonist	-7	6	7	-9	5	9	11	-6
697 NFkB inh	7	16	16	15	-36	-14	21	29
CHOP UPR activ	0.7	-1.4	0.0	1.1	3.7	0.1	1.3	13
Jurkat NFkB inh	3	0	-1	-1	-7	-13	1	17
UPR XBP1 act	-3	-6	3	1	0	3	2	33*

41) COC(=O)[C@@H]1C[C@H]2CC[C@H](O)C[C@H]2N1Cc1ccccc1OS(=O)(=O)c1ccc(C)cc1
42) Oc1[nH]c2ccc(Br)cc2c1N=NC(=S)N1CCOCC1
43) COc1ccc(S(=O)(=O)N2CCOC2CNC(=O)C(=O)NCCCN2CCOCC2)cc1C (stereo not drawn)
44) OC(COc1ccccc1Cl)CN1CCN(CC(O)COc2ccccc2Cl)CC1 (stereo not drawn)
45) COc1cc(-c2c(-c3cccc(C)c3)oc3ccccc23)cc(OC)c1OC
46) CCOC(=O)C1=C(C)NC2=C(C(=O)CC(C)(C)C2)C1c1ccsc1 (stereo not drawn)
47) COc1c(C)cc(Br)cc1C(=O)Nc1ccc(Cc2ccncc2)cc1
48) CCOC(=O)N1CCN(C2=C(NS(=O)(=O)c3ccc(C)cc3)C(=O)c3ccccc3C2=O)CC1

compound no.	41	42	43	44	45	46	47	48
tim23-1 inh	-10	15	12	-37	6	8	25	39
Mdm2-MdmX inh	-33	96*	17	18	37	10	18	13
APJ agonist	7	-10	12	1	-6	-2	-2	6
APJ antagonist	-6	10	6	-10	13	6	-12	-73
697 NFkB inh	-11	-3	-15	16	27	0	-13	1
CHOP UPR activ	-1.4	168*	-0.9	-1.2	-0.7	-1.3	-1.4	5.5
Jurkat NFkB inh	-9	22	-2	3	12	-12	16	19
UPR XBP1 act	-1	8	-3	-2	1	0	1	-3

# An excerpt from above in order of the UPR XBP1 act value, ascending.
nr	Compound	Mdm2-MdmX inh	APJ agonist	APJ antagonist	697 NFkB inh	Jurkat NFkB inh	UPR XBP1 act
6	CC(C)c1c(C(=O)N/N=C/c2ccc(-c3ccccc3)cc2)nnn1-c1nonc1N	18	0	14	-1	0	-3
44	OC(COc1ccccc1Cl)CN1CCN(CC(O)COc2ccccc2Cl)CC1 (stereo not drawn)	18	1	-10	16	3	-2
41	COC(=O)[C@@H]1C[C@H]2CC[C@H](O)C[C@H]2N1Cc1ccccc1OS(=O)(=O)c1ccc(C)cc1	-33	7	-6	-11	-9	-1
36	CC(C)c1nc2c(c(=O)n(C)c(=O)n2C)n1C	-12	-1	-9	15	-1	1

# Only Jurkat NFkB inh and tim23-1 inh, for some of the entries so far:
item	canonical_smiles	Jurkat NFkB inh	tim23-1 inh
25	COc1ccc(NC(=O)C2CCN(c3ncnc4c3nc3n4CCCCC3)CC2)cc1Cl	12	-17
3	CCOc1cccc(NC(=O)c2cccc(F)c2)c1	-16	24
33	CCCN(CC(=O)Nc1ccccc1C)C(=O)CCCc1c[nH]c2ccccc12	3	13
29	CCn1c(=O)cc(SCC(=O)NCC2CCCO2)c2ccccc21 (stereo not drawn)	-24	16
30	Cc1cc(C)n(CC(=O)n2nc(C)cc2C)n1	3	3
18	O=C(N/N=C/c1ccncc1)c1nc(-c2ccccc2)n2c1CCCCC2	-14	28

# (more compounds)
49) CCOc1ccc(N2CC(C(=O)Nc3nnc(Cc4ccccc4)s3)CC2=O)cc1 (stereo not drawn)
50) Cn1nc(C(C)(C)C)cc1C(=O)NCc1ccc(N2CCCC2=O)cc1
51) CCOC(=O)C1(C)NC(c2ccc(N(C)C)cc2)C2C(=O)N(CC)C(=O)C21 (stereo not drawn)
52) Cc1ccccc1N(CC(=O)N/N=C/c1ccc(N(C)C)cc1)C(=O)c1ccccc1
53) COCC(=O)Nc1nnc(Cc2ccc(OC)c(OC)c2)s1
54) COc1cc(-c2c(C#N)c(N)nc3c2CCCC3)cc(OC)c1OC
55) CC(C)(C)n1nnnc1C(c1cccs1)N1CCCc2ccccc21 (stereo not drawn)
56) CCCCCCn1c(N2CCN(c3ccccc3)CC2)nc2c1c(=O)n(C)c(=O)n2C
57) CCNc1nc(NC(C)C)nc(N2CC(=O)N(CC(=O)OCC)C2=N)n1
58) Cc1ccnc(NS(=O)(=O)c2ccc(NC(=O)c3ccc(C)o3)cc2)n1

compound no.	49	50	51	52	53	54	55	56	57	58
tim23-1 inh	5	19	13	20	-5	36	48	28	1	-1
Mdm2-MdmX inh	-2	6	13	-5	17	28	12	30	-12	-27
APJ agonist	-3	2	7	1	-18	-2	2	-1	-1	-3
APJ antagonist	5	-15	9	-10	-5	-8	11	-3	10	0
697 NFkB inh	15	42*	4	-3	-1	14	-16	-12	8	11
CHOP UPR activ	2.0	5.6	2.2	3.2	0.6	-1.8	-2.2	2.9	2.7	-1.2
Jurkat NFkB inh	7	66*	-7	5	3	-11	3	1	8	0
UPR XBP1 act	-1	-2	-3	0	-2	0	-2	4	-1	-1

# Reformatted: results already given.
No.	smiles	tim23-1 inh	Mdm2-MdmX inh	APJ agonist	APJ antagonist	697 NFkB inh	CHOP UPR activ	Jurkat NFkB inh	UPR XBP1 act
56	CCCCCCn1c(N2CCN(c3ccccc3)CC2)nc2c1c(=O)n(C)c(=O)n2C	28	30	-1	-3	-12	2.9	1	4
57	CCNc1nc(NC(C)C)nc(N2CC(=O)N(CC(=O)OCC)C2=N)n1	1	-12	-1	10	8	2.7	8	-1

# Assay outcomes: PubChem BioAssay, Sanford-Burnham Center for Chemical Genomics
